RGS4-Gao reg – modulates binding of RGS4 to human Galphao; P09471; Multiplexed bead flow cytometry; actives lie on both sides; binding response (% of control), % at 10 µM; AID 1415; 220,000 tested, 0.33% active; in the data active means binding response below about 49% or above about 150%; inactive means in between;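 further: fluorescent Galphao activated with aluminum fluoride binding bead-coupled RGS4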
Bcl-2 Bim block – inhibitors of Bim-Bcl-2 interaction, human. AID 950. inhibition, % at 10 µM. Bead-based flow cytometry, Bim peptide-Bcl-2 binding. 190,000 tested, 0.06% active. P10415; in the data active means inhibition above about 40%; inconclusive means no clear call, values can overlap the other calls;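 further: 0% = no compound wells with probe peptide and 100% = reference peptide inhibitor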
ABCB1 inh – inhibitors of human ABCB1 transporter, ABCG2 counter-screen; P08183; CCRF-Adr cells, JC-1 efflux, flow cytometry; inhibition, % at 6.6 µM; 190,000 tested, 0.067% active; AID 1326; in the data active means inhibition above about 40%;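 further: 0% = vehicle and 100% = reference inhibitor; higher value means more JC-1 retained so stronger ABCB1 efflux block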
Bim-Bfl-1 – human Bim-Bfl-1 interaction inhibition | inhibition, % at 10 µM | AID 1008 | Bead-based flow cytometry, Bim-Bfl-1 binding inhibition | Q16548 | 190,000 tested, 0.12% active;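 further: 0% = wells without compound plus tracer and 100% = blocker peptide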
ABCG2 inh – human ABCG2 inhibition, ABCB1 as counter-screen; Q9UNQ0; IgMXP3 cells, JC-1 efflux, flow cytometry; inhibition, % at 6.6 µM; 190,000 tested, 0.1% active; AID 1325;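 active means inhibition above 80%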;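 further: 0% = DMSO and 100% = nicardipine control wells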
Target sequence (Q9UNQ0 whole entry, looked up): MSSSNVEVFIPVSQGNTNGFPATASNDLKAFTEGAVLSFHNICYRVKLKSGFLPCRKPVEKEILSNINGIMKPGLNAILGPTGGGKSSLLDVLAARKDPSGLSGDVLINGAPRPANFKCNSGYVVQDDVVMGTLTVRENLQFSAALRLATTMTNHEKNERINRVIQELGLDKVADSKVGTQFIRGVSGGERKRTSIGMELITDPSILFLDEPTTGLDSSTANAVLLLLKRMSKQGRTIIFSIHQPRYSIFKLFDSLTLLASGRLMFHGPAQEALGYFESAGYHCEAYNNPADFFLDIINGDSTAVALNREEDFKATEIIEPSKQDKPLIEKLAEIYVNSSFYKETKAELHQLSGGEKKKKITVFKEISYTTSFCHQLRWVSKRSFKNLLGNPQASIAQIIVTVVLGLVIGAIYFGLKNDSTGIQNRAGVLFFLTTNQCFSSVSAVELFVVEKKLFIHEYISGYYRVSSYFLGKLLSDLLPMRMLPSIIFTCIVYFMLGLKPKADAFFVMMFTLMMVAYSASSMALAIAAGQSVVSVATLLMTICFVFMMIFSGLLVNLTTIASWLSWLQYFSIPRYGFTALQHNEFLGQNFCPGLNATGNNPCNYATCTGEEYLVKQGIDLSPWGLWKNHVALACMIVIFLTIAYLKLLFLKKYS
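material = IgMXP3 (ABCG2) plus far-red-tagged CCRF-Adr (ABCB1) cells | amount = 3 million cells/mL, equal mix of both lines | also added = JC-1 transporter substrate | dosing = one concentration, 6.6 µM final | schedule = 10 min at 25 °C | measured by = flow cytometric JC-1 green MFI at 530 nm | read-out basis = percent efflux inhibition, scaled nicardipine 100% to DMSO 0%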
Bim-Bcl-W – inhibitors of Bim-Bcl-W interaction, human; Q92843; bead-based flow cytometry, Bim peptide-Bcl-W binding; inhibition, % at 10 µM; 190,000 tested, 0.02% active; AID 952;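 further: 0% = bound tracer without compound and 100% = peptide blocker; higher means less fluorescent Bim peptide bound to Bcl-W beads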
Target sequence (Q92843 whole entry, looked up): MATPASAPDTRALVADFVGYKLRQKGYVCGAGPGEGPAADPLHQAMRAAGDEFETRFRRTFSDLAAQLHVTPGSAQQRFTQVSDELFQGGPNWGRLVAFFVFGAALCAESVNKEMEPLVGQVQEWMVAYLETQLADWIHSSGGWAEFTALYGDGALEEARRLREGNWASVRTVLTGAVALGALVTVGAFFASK
Bcl-XL Bim block – human Bim-Bcl-XL interaction inhibition. Q07817. Bim peptide-Bcl-XL binding, bead flow cytometry, fluorescence. inhibition, % at 10 µM. 190,000 tested, 0.04% active
RGS8-Gao – regulators of human RGS8-Galphao interaction. response (percent of control binding), % at 10 µM. AID 1423. multiplexed bead flow cytometry, RGS8-Galphao binding; actives lie on both sides. P09471. 220,000 tested, 0.34% active; in the data active means response below about 60% or above about 140%; inactive means in between;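 further: Galphao activated as the GDP aluminium fluoride complex binding bead-coupled RGS8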
GSH fluor – GSH bead compound fluorescence profile. GSH beads flow cytometry, compound fluorescence 488/530 nm; active compounds read high. fluorescence (KMESF) at 10 µM. 190,000 tested, 0.25% active. AID 1776; in the data active means fluorescence above about 89;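 further: glutathione beads carrying GST-tagged Bcl family fusion proteins plus one bare bead set; values are compound well signal with DMSO vehicle wells as background; inactives centre near 16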
RGS7-Gao reg – modulates binding of RGS7 to human Galphao | Multiplexed bead flow cytometry; actives lie on both sides | binding response (% of control), % at 10 µM | 220,000 tested, 0.35% active; in the data active means binding response below about 49% or above about 150%; inconclusive means no clear call, values can overlap the other calls; inactive means in between;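 further: fluorescent Galphao held in activated GDP-AlF4 state binding bead-coupled RGS7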
Bcl-B Bim block – disrupts Bim peptide binding to human Bcl-B; Q9HD36; bead-based flow cytometry; inhibition, % at 10 µM; 190,000 tested, 0.073% active;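 further: 0% = tracer peptide without compound and 100% = reference inhibitor peptide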
Active calls of the source: *; ? = inconclusive; / = not tested or not shown. Unless noted, no stated cut-off is given here; in the data, active means inhibition above about 40%.

SMILES	RGS4-Gao reg	Bcl-2 Bim block	ABCB1 inh	Bim-Bfl-1	ABCG2 inh	Bim-Bcl-W	Bcl-XL Bim block	RGS8-Gao	GSH fluor	RGS7-Gao reg	Bcl-B Bim block
Cc1ccccc1C(=O)NC(C)c1ccc2c(c1)CCCC2 (stereo not given)	104	-1	0.2	-9	1	4	14	103	58	104	-6
COCCOC(=O)C1=C(C)NC(C)=C(C(=O)OC(C)C)C1c1cccc([N+](=O)[O-])c1 (stereo not given)	99	0	1.5	-2	7	-3	-6	100	20	101	-4
CC(C)(C)N(Cc1ccccc1)C(=O)c1ccc(Br)o1	101	0	1.0	3	16	0	-1	100	16	?	1
CC1C(=O)CC(c2ccccc2)N(C)C1c1ccccc1 (stereo not given)	106	-2	0.2	-5	1	-1	-2	105	23	110	-3
C/C(=N\Nc1ccc(F)cc1F)c1ccccc1O	95	-4	0.5	-7	15	-4	-5	99	14	?	-2
Cc1sc(NC(=O)COc2ccccc2)c(C#N)c1-c1ccccc1	106	-8	0.3	-7	17	-3	-7	111	8	107	-3
O=c1cc(CN2CCc3ccccc32)nc2sccn12	86	-5	-2.4	-7	-4	-1	-4	97	35	92	-7
CN(C)c1nc(Oc2ccc(=O)[nH]n2)nc(N2CCCCC2)n1	99	-1	0.8	0	2	-1	-16	95	29	93	1

Additional entries:
SMILES	RGS4-Gao reg	Bcl-2 Bim block	ABCB1 inh	Bim-Bfl-1	ABCG2 inh	Bim-Bcl-W	Bcl-XL Bim block	RGS8-Gao	GSH fluor	RGS7-Gao reg	Bcl-B Bim block
Cc1cccc(N(C(=O)Nc2ccccc2)C2=NCC(C)S2)c1 (stereo not given)	102	-8	0.7	-7	5	-2	-7	102	13	102	-8
COc1cccc(Oc2ccc3nnc(C(F)(F)F)n3n2)c1	87	5	0.5	-4	7	0	0	92	15	84	0
C=CCNc1nc(-c2cc3ccccc3o2)cs1	100	-7	0.0	-5	0	-3	-4	101	12	101	-7
CCOC(=O)Cc1csc(NC(=O)C(C)Oc2ccc3c(C)cc(=O)oc3c2)n1 (stereo not given)	97	-6	2.2	0	13	-5	-4	98	11	95	-4
CCOc1ccccc1Nc1nc(-c2sc(C)nc2C)cs1	102	0	1.3	4	17	-1	0	103	11	104	4
CCOC(=O)c1cn(C2CC2)c2c(F)c(F)c(F)cc2c1=O	107	0	4.9	-3	9	0	-3	104	18	100	-6
CCOC(=O)N1CCN(S(=O)(=O)c2ccc(C(=O)Nc3sc4c(c3C#N)CCC4)cc2)CC1	96	-9	-0.6	-8	-3	0	-4	101	11	94	-9
Cc1ccc(-c2ccc(/C=N\NC(=O)C3C(=O)NCC3c3ccccc3)o2)cc1Cl (stereo not given)	100	2	0.1	2	2	-2	-3	100	23	100	0

(listing goes on)
SMILES	RGS4-Gao reg	Bcl-2 Bim block	ABCB1 inh	Bim-Bfl-1	ABCG2 inh	Bim-Bcl-W	Bcl-XL Bim block	RGS8-Gao	GSH fluor	RGS7-Gao reg	Bcl-B Bim block
CCOC(=O)C1C(CC)NC(=S)NC1(C)O (stereo not given)	99	-2	1.4	2	3	-1	-2	108	15	100	-16
CCOc1ccccc1C(=O)NCCCCCC(=O)O	93	-8	0.7	-13	5	-1	2	92	34	95	-8
O=C(c1ccccc1Oc1ccccc1)N1CCN(c2ccc(F)cc2)CC1	102	-3	1.0	0	4	0	-2	105	30	102	-1
COc1ccc(-c2csc(N3CCC(C(N)=O)(N4CCCCC4)CC3)n2)cc1	97	-6	0.6	-1	2	4	0	96	39	95	-20
CN(c1ccc(C(=O)NCc2cccnc2)cc1)S(C)(=O)=O	102	-13	-0.4	-17	-5	-2	-6	96	22	102	-7
COC(=O)c1c(NC(NC(=O)c2ccccc2)(C(F)(F)F)C(F)(F)F)sc2c1CCN(C)C2	102	-5	0.6	-1	3	-2	-7	101	20	102	-4
Cc1cccc(-n2c(C)cc(/C=N/NC(=O)c3ccc(CN4CCOCC4)cc3)c2C)c1	97	-7	-0.1	-9	4	-3	5	100	36	95	-8
OCC1(Cc2ccccc2)CCN(Cc2cc3ccccc3o2)CC1	104	-6	6.5	-6	6	-3	-3	101	8	103	-2

(continued)
SMILES	RGS4-Gao reg	Bcl-2 Bim block	ABCB1 inh	Bim-Bfl-1	ABCG2 inh	Bim-Bcl-W	Bcl-XL Bim block	RGS8-Gao	GSH fluor	RGS7-Gao reg	Bcl-B Bim block
Cc1ccc(S(=O)(=O)N2CCCCC2)cc1NC(=O)COC(=O)Cc1c(F)cccc1Cl	107	-3	0.6	0	3	0	-4	118	5	112	-4
CC(C)(C)c1nc(N2CCN(C(=O)c3ccco3)CC2)c2nnn(Cc3ccccc3)c2n1	103	-1	1.8	-3	3	-2	-1	101	12	99	-5
O=C(Cn1nnc2ccccc21)OCc1ccccc1	98	-1	-0.5	-5	1	0	-6	104	14	92	-4
CC1Cc2ccccc2N1C(=O)CN1C(=O)NC(C)(c2ccc3c(c2)OCCO3)C1=O (stereo not given)	100	3	1.4	0	0	0	0	100	21	101	2
Cc1ccc(CNC(=O)c2ccc([N+](=O)[O-])o2)cc1	100	0	1.0	0	19	-2	0	101	33	99	-4
O=C(CCCNc1ccccc1)N/N=C/c1cccs1	123	-4	0.1	-6	-1	-1	-1	120	14	127	-4
COC(=O)c1ccc(-c2nc(O)c(C)s2)cc1	101	-1	-0.8	6	-1	-1	-6	95	24	97	-28
Cc1ccc(-n2c(=O)[nH]cc(C(=O)Nc3ccc4c(c3)OCCO4)c2=O)cc1	100	-4	0.0	-12	0	-3	-4	99	5	100	-9

(continued)
SMILES	RGS4-Gao reg	Bcl-2 Bim block	ABCB1 inh	Bim-Bfl-1	ABCG2 inh	Bim-Bcl-W	Bcl-XL Bim block	RGS8-Gao	GSH fluor	RGS7-Gao reg	Bcl-B Bim block
COc1cc(/C=N/NC(=O)COc2ccccc2[N+](=O)[O-])ccc1OC(=O)c1ccco1	103	-2	0.9	0	5	-2	-2	99	3	99	-3
O=C(COc1ncnc2ccccc12)Nc1cc([N+](=O)[O-])ccc1Cl	101	-4	1.6	-5	4	-3	-1	101	16	96	-5
O=C1SC(SCc2ccccc2)=N/C1=C\c1ccc(C(=O)O)cc1	103	0	-0.4	1	-1	4	-1	116	8	105	-2
O=C(Nc1cccc(F)c1)c1cccnc1NCCc1ccccc1	101	-3	0.5	-2	5	-1	-2	104	5	104	-4
Cc1cccc(-c2n[nH]c(=S)n2C)c1	112	-2	-0.6	2	-1	-3	0	123	15	110	-13
COCCn1nnnc1C(c1cc2ccc(OC)cc2[nH]c1=O)N1CCN(C2CCCCC2)CC1 (stereo not given)	95	-1	0.0	-3	7	-2	-3	100	53	93	2
CCC(C)C(=O)Nc1nc2ccc(S(C)(=O)=O)cc2s1 (stereo not given)	108	-1	0.5	-1	5	-5	-5	104	14	109	-19
CCCNC(=O)CN(Cc1ccccc1F)S(=O)(=O)c1ccc(C)cc1	103	-3	1.1	-3	4	1	-3	104	12	109	-4

Continuation.
SMILES	RGS4-Gao reg	Bcl-2 Bim block	ABCB1 inh	Bim-Bfl-1	ABCG2 inh	Bim-Bcl-W	Bcl-XL Bim block	RGS8-Gao	GSH fluor	RGS7-Gao reg	Bcl-B Bim block
O=C(CCC(=O)Nc1ccccc1)NNC(=O)COc1ccccc1	96	0	0.4	0	2	-1	-3	83	8	93	-1
Cc1ccc(Nc2nc(N)nc(CSC(=S)N3CCOCC3)n2)cc1	97	-4	0.8	-1	7	0	0	99	21	94	0
CCOc1ccc(N2C(=O)C3C(c4ccccc4F)NN(C(=O)c4ccc(C)cc4)C3C2=O)cc1 (stereo not given)	/	-1	4.3	-2	5	-1	-2	/	17	/	-2
CCN1CCN(C(=O)c2cn(CC)c3ccc(S(=O)(=O)N(C)C)cc3c2=O)CC1	96	-5	-0.1	-8	0	-8	-11	99	14	99	-9
CNS(=O)(=O)c1cc(OC)c(OC)cc1CC(=O)OC	100	-4	-0.2	-4	-2	0	2	103	12	104	0
COc1ccc([N+](=O)[O-])cc1C(=O)Nc1ccc(OCC(=O)N2CCOCC2)cc1	105	-16	1.3	-5	22	-5	-8	101	15	101	-12
S=c1[nH]nc(-c2cccs2)n1Cc1ccccc1	109	-2	-0.1	0	0	0	-3	106	19	107	-29
CN1CCN(C(=O)NC2CCCN2S(=O)(=O)c2ccc(Cl)cc2)CC1 (stereo not given)	102	-8	0.5	-9	0	0	-3	101	26	102	-9

Going on with the list:
SMILES	RGS4-Gao reg	Bcl-2 Bim block	ABCB1 inh	Bim-Bfl-1	ABCG2 inh	Bim-Bcl-W	Bcl-XL Bim block	RGS8-Gao	GSH fluor	RGS7-Gao reg	Bcl-B Bim block
CCOC(=O)CC(NC(=O)Cc1ccccc1)c1ccccc1Cl (stereo not given)	99	-6	0.6	-17	3	-2	-5	101	13	96	-6
COc1ccc(C2/C(=C(\O)c3cc(C)ccc3C)C(=O)C(=O)N2CCN(C)C)cc1OC (stereo not given)	99	-10	0.5	-15	1	0	-1	101	29	99	-8
Cc1ccc(Nc2nnc(C3C(=O)N(C)C4(C)CC3c3cc(Br)ccc3O4)s2)cc1 (stereo not given)	103	12	13	2	12	-1	-3	105	14	103	-1
Cc1c(C(Nc2ccccn2)c2ccc(Cl)cc2)c(=O)n(-c2ccccc2)n1C (stereo not given)	97	-2	1.5	-1	4	0	-3	98	11	98	-1
CN(C)CCNC(=O)c1ccccc1-c1ccccc1	83	-6	-0.3	-5	-1	-2	-10	101	30	83	-5
CCOC(=O)C(=NC1CCS(=O)(=O)C1)NNc1ccc(Br)cc1 (stereo not given)	94	-5	0.2	-4	5	-6	-3	99	7	99	-4
CC(C)n1nc(C(=O)OCC(=O)c2c[nH]c3ccccc23)c2ccccc2c1=O	/	-5	2.5	-10	20	8	1	/	41	/	-5
COc1ccc(/C=C2/C(=O)OCc3cc(OC)c(OC)cc32)c(OC)c1	98	0	4.0	-1	15	0	-1	102	7	101	-1

Bioassay records (PubChem BioAssay)
